# Bioassay records deposited in PubChem by National Center for Advancing Translational Sciences (NCATS).
# Peg3 imprint: inducers of genomic imprint erasure in mouse ES cells | mouse ES Peg3-LacZ reporter, beta-gal luminescence, 40 h | Potency, µM (highest dose often 60.7 µM), for inactives: at the top dose activity change, positive = activation, actives largely listed as activators | AID 1948 | 110,000 tested, 0.02% active;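 note: 0% = negative control wells on the plate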
#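 Gelatin-coated wells received 300 freshly trypsinized female ES cells with a Peg3LacZ-Neo reporter on the maternal allele, then incubated 40 hours at 37C. BetaGlo was added for 5 minutes at room temperature before a single luminescence read.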
# p53ts 39C tox: p53ts cell cytotoxicity, nonpermissive temperature; 130,000 tested, 1.5% active; Potency, µM (series often up to 46.1 µM), for inactives: at the top dose activity change, negative = cell killing, actives largely listed as cytotoxic; AID 902; H1299-p53A138V viability at 39C, ATP luminescence, 24 h; note: nearly all actives have a fitted effect of over 55% in size
# IkB signaling: IkB pathway inhibition in ABC-DLBCL cells | 110,000 tested, 0.04% active | ABC-DLBCL IkBa-CBG/CBR dual luciferase ratio, 4 h; response scale: scaled: untreated 0%, proteasome inhibitor 100% | Potency, µM (series often up to 57.1 µM), for the others: top-dose IkBa stabilization activation; active = well fitted curve in the direction sought with a large enough effect in the signal ratio, not every such curve was filed as active; inconclusive = small, poorly fitted or top-dose-only effect, or a change in a side signal; the % refers to the signal ratio;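 note: the direction sought is a rising ratio; 0% = basal untreated cells and 100% = reference inhibitor full response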
#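 Curves were fitted separately to fusion (green), unfused (red) and ratio luminescence, then classed by r2, magnitude and activity. Cells: OCI-Ly3, 4 h compound plus doxycycline at 37C; 10 uM MG-132 defined full response.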
# p53ts 32C kill: cytotoxicity in p53ts cells at permissive temperature; Potency, µM (series often up to 46.1 µM), for the others: at the top dose activity change, negative = cytotoxicity, usual class: cytotoxic; 130,000 tested, 0.93% active; H1299-p53A138V at 32C, ATP luminescence viability, 24 h;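 note: 0% = DMSO and -100% = full killing by reference compound; nearly all actives have a fitted effect of over 55% in size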
#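 ATP-content luminescence (ATPlite) read-out after 24 h compound exposure at 32C in H1299-p53A138V cells (600/well). Tested up to 46 uM. Normalized to DMSO (0%) and 100 uM tamoxifen (100% killing); Hill-fit AC50.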
# Active calls of the source: *; ? = inconclusive; / = not tested or not shown; & = joins results of further samples; [ ] = dose if it differs, or a comment. Unless noted, calls come from the whole dose curve; as a rule, active = well fitted curve in the direction sought with a large enough effect; inconclusive = small, poorly fitted or top-dose-only effect, or another doubt; inactive = no such curve, though single readings can be large; an effect the other way counts as inactive or inconclusive. Unless noted, % is set by controls: 0 for no effect and ±100 for the full control effect; potency is the fitted concentration of half-maximal effect.
SMILES,Peg3 imprint,p53ts 39C tox,IkB signaling,p53ts 32C kill
CC12CCC(C(=O)N3CCN(C(=O)C45CCC(C)(C(=O)O4)C5(C)C)CC3)(OC1=O)C2(C)C,15%,3%,-1.2%,1%
COC(=O)c1onc(C(=O)c2ccccc2)c1C(=O)OC,-25%,-1%,-1.1%,9%
CCCCCCCCCCCCCCC/C=C\[C@H](O)[C@@H](NC(=O)CCCCCCCCCCCCC)OC (tested in a mixture with another compound),/,?,-5.6%,5%
CNc1cc(-c2c(C)noc2C)ncn1,-2%,-9%,0.1%[11.4 µM],8%
COc1ccc(-c2nc3cnc(OC)nc3n(-c3ccccc3)c2=O)cc1,?,-6%,0.3%[11.4 µM],-1%
CC(C)(N)CO[C@H]1C[C@H]2CC[C@@]1(C)C2(C)C,-4%[10.9 µM],-2%[9.22 µM],-1.1%[11.4 µM],1%[9.22 µM]
CC(C)(C)NS(=O)(=O)c1ccc(CCC(=O)NCc2ccc3c(c2)OCO3)cc1,/,28%,/,4%
CCC(C)(C)n1nnnc1C(c1ccc2ncccc2c1)N1CCN(Cc2ccc3c(c2)OCO3)CC1 (configuration not stated),5%,-3%,3.4%,-5%
Cc1c(Cl)cccc1Nc1nn2c(=O)c3ccc(C(=O)NCCc4ccccc4)cc3nc2s1,-33%[inhibitor][10.9 µM],?,?,?
COc1cc2[nH]c(=O)n(CCCC(=O)NCc3ccc(Cl)cc3)c(=O)c2cc1OC,-5%[10.9 µM],19%,?,-2%
CCCCCCOc1ccc(C2C(=O)N(C3CCCCC3)CC(=O)N2C2CCCCC2)cc1 (configuration not stated),18%[10.9 µM],-20%,?,2%
COc1ccc(-c2nnc(SCC(=O)NC(C)C)n2CC2CCCO2)cc1OC (configuration not stated),-8%,-5%,0.4%,5%
COCCn1c(=O)c(-c2ccccc2)nc2cnc(OCc3ccccc3)nc21,/,9%,1.2%[11.4 µM],-10%
O=S(=O)(N1CCOCC1)n1c(Cc2ccccc2)nc2ccccc21,-14%,8%,8.2%,13%
CC(=O)c1cccc(NC(=O)N2CCCC2C(=O)NCc2ccc(F)cc2)c1 (configuration not stated),-8%,4%,0.4%,5%
CCOc1cc(-c2nnc(SCC(=O)NCCCOC)nc2-c2ccc(OC)c(OCC)c2)ccc1OC,-7%[10.9 µM],-16%,-0.6%,14%
Cn1cccc1C1(C(F)(F)F)NCCNC1=O (configuration not stated),-4%,-18%,-1.6%,-10%
COc1cccc(CNC(=O)CCCn2nc(C)c3c(C)n(-c4ccc(C)cc4)nc3c2=O)c1OC,12%[10.9 µM],-29%,?,8%
O=C(O)c1ccccc1NCc1ccncc1,-1%,9%,0.3%,-6%
COC(=O)[C@H](CCSC)NC(=O)NCc1ccccn1,-6%,-8%,-1.5%,-6%
Cc1ccc(C)c(NC(=O)Cn2cc(C(=O)c3cccs3)c3ccccc32)c1,-15%[10.9 µM],-8%,?,-4%
N#Cc1c(C(F)(F)F)cc(C2CC2)[nH]c1=O,-18%,-12%,-3.1%,-3%
O=C(OCN1C(=O)c2ccccc2C1=O)c1cccs1,14%,-2%,-1.4%,2%
CC(C)OCCCNC(=O)c1cccs1,-11%,-4%,-2.0%,0%
CCOc1ccc(C(=O)Nc2cc(C)on2)cc1OCC,-5%,-6%,-1.0%,4%
CC(C)Cc1ccc(S(=O)(=O)NCc2nc3cccnc3n2Cc2ccccc2)cc1,-11%[10.9 µM],-9%,3.2%,1%
CCOC(=O)c1ccc(NC(=O)CSc2nc3c(c(=O)[nH]2)CN(Cc2ccccc2)CC3)cc1,-14%[10.9 µM],-9%,?,0%
CCc1ccc(-n2c(=O)c3sc4ccccc4c3n(CC(=O)N3CCCC3)c2=O)cc1,-14%[10.9 µM],-22%,1.4%,12%
O=C(C1CC(c2ccc(F)cc2)=NO1)N1CCc2ccccc2C1 (configuration not stated),-18%,-17%,5.0%,-3%
Cc1nc2ccc(S(=O)(=O)NCC(=O)NCCN3CCCCC3C)cc2s1 (configuration not stated),-9%,14%,-1.2%,7%
CCN(CC)c1nc(-c2ccccc2Cl)c2cc(Br)ccc2n1,-9%[10.9 µM],-21%,4.8%,4%
CCOc1ccccc1-n1c(SCC(N)=O)nnc1-c1cccnc1,-4%,-4%,9.5%,3%
CCOC(=O)N1CCN(C(c2ccc(C(C)C)cc2)c2sc3nc(C)nn3c2O)CC1 (configuration not stated),-14%,-3%,0.2%,5%
O=C(O)c1ccc(NC(=O)C2CCCCC2)cc1,0%,15%,0.5%,-4%
CCc1nnc(NC(=O)CSc2nnc(-c3ccco3)n2C)s1,-4%,3%,-2.2%,1%
CC1CCN(c2nc(-c3ccco3)c3c(c2C#N)CC(C)(C)OC3)CC1,-7%,-8%,?,3%
Cc1ccc(NC(=O)CCS(=O)(=O)c2ccc3c(c2)oc(=O)n3C)c(Br)c1,-14%[10.9 µM],-6%,?,0%
CC(C)n1ncc(C(N)=O)c1N,-5%,10%,0.1%,30%
O=C(Nc1ccc(F)c(Cl)c1)c1cc(S(=O)(=O)N2CCc3ccccc3C2)ccc1F,-12%[10.9 µM],-21%,0.8%,1%
COCC(=O)NC1CCN(C(=O)Nc2ccc(Br)cc2)CC1,0%,-7%,-0.5%,-4%
CCC(C)NC(=O)CSc1nc2n[nH]c(C)c2c(=N)n1-c1ccc(C)c(Cl)c1 (configuration not stated),-11%[10.9 µM],-20%,1.8%,-11%
CC(=O)c1cccc(NC(=O)c2noc3c2CC(C)CC3)c1 (configuration not stated),-19%[10.9 µM],18%,-1.6%,-4%
Cc1ccc(Cl)cc1N1CCN(C(=O)C2CCN(S(=O)(=O)c3cccc4nonc34)CC2)CC1,-15%[10.9 µM],-12%,?,9%
CC(=O)NCCC(Cc1ccccc1)c1ccco1 (configuration not stated),-9%,6%,1.3%,9%
CC(=O)c1cc2c(cc1NC(=O)CN1CCN(c3ccc(F)cc3)CC1)OCO2,-7%,3%,0.6%,-3%
CCC(=O)N1CCc2cc(S(=O)(=O)NCCC(=O)Nc3ccc(CC)cc3)ccc21,-7%[10.9 µM],14%,0.9%,13%
O=C1CN(C(=O)c2ccc(S(=O)(=O)N3CCCC3)cc2)C(c2ccc(F)cc2)c2cc(F)ccc2N1 (configuration not stated),-11%[10.9 µM],-3%,?,4%
Nc1ncnc2c1ncn2C1CC(O)C(CO)O1 (configuration not stated),-5%&-5%,13%&17%,/,14%&17%
Fc1ccc(Nc2nc(-c3ccoc3)nc3ccccc23)cc1,2%,15%,0.0%[11.4 µM],18%
CCOc1ccc(C(=O)Nc2ccncc2)cc1,-34%[inhibitor],-23%,0.7%,-20%

# Fetched one by one from the entries so far:
SMILES,Peg3 imprint,p53ts 39C tox,IkB signaling,p53ts 32C kill
CCc1nnc(NC(=O)CSc2nnc(-c3ccco3)n2C)s1,-4%,3%,-2.2%,1%
O=C(OCN1C(=O)c2ccccc2C1=O)c1cccs1,14%,-2%,-1.4%,2%

# Carrying on.
SMILES,Peg3 imprint,p53ts 39C tox,IkB signaling,p53ts 32C kill
Cc1ccc(-n2nnnc2SCc2nnc(-c3ccccc3Br)o2)c(C)c1,-18%,5%,?,1%
COc1cccc(CNC(=O)C2CCN(c3nn4c(=O)cc(C)nc4s3)CC2)c1,7%[10.9 µM],-6%,-0.7%,1%
CCn1cc(Br)c(C(=O)N(C)Cc2ccccc2)n1,0%,6%,-0.6%,-3%
O=C(NCCc1csc(-c2ccc(C(F)(F)F)cc2)n1)C(=O)Nc1cc(F)ccc1F,-6%[10.9 µM],-14%,1.2%,1%
O=C(N/N=C\c1ccc([N+](=O)[O-])o1)c1ccc(O)cc1,-18%[16.8 µM],-5%[20.6 µM],?,-30%[20.6 µM]
CCn1cc(C(=O)NCc2ccccc2Cl)c(=O)c2cc(S(=O)(=O)N3CCCCC3)ccc21,6%[10.9 µM],7%,2.0%,10%
COc1cc(C(=O)NCc2ccc(-c3nc4ccccc4o3)cc2)cc(OC)c1OC,-9%,10%,-1.1%,2%
Cc1[nH]c2ccc(Br)cc2c(=O)c1CN1CCCCC1,-8%,3%,1.1%,4%
O=c1[nH]c(=O)n([C@H]2C[C@H](O)[C@@H](CO)O2)cc1F,-25%&-28%,-8%,/,6%
COc1cccc(NC(=O)CN2C(=O)C3(OCCCO3)c3ccccc32)c1,-10%,-3%,?,-1%

# Entries of single compounds, looked up by structure. Screens in order: Peg3 imprint, p53ts 39C tox, IkB signaling, p53ts 32C kill
# Entry for CCCCCCCCCCCCCCC/C=C\[C@H](O)[C@@H](NC(=O)CCCCCCCCCCCCC)OC (tested in a mixture with another compound) = /, ?, -5.6%, 5%
# Entry for O=C(NCCc1csc(-c2ccc(C(F)(F)F)cc2)n1)C(=O)Nc1cc(F)ccc1F = -6%[10.9 µM], -14%, 1.2%, 1%
# Entry for CCOC(=O)N1CCN(C(c2ccc(C(C)C)cc2)c2sc3nc(C)nn3c2O)CC1 (configuration not stated) = -14%, -3%, 0.2%, 5%
# Entry for Cc1c(Cl)cccc1Nc1nn2c(=O)c3ccc(C(=O)NCCc4ccccc4)cc3nc2s1 = -33%[inhibitor][10.9 µM], ?, ?, ?
# Entry for O=S(=O)(N1CCOCC1)n1c(Cc2ccccc2)nc2ccccc21 = -14%, 8%, 8.2%, 13%

# Other structures.
SMILES,Peg3 imprint,p53ts 39C tox,IkB signaling,p53ts 32C kill
CCOC(=O)c1ccc(NC(=O)Cn2c3ncccc3c(=O)n2-c2ccc(C)c(C)c2)cc1,-10%[10.9 µM],-2%,0.3%,7%
O=C(NC1CCCc2ccccc21)C1CCN(c2c(N3CCCC3)c(=O)c2=O)CC1 (configuration not stated),1%,6%,2.6%,-2%
C=CCn1c(=O)/c(=C\c2ccsc2)s/c1=C(/C#N)C(=O)NCCN1CCOCC1,5%,-5%,0.5%,2%
COc1cc(NC(=O)C(F)(F)F)cc(OC)c1,-12%,7%,-0.4%,3%
Cc1cc(-c2ccc(C)c(S(=O)(=O)N3CCN(c4cccc(C(F)(F)F)c4)CC3)c2)on1,3%[10.9 µM],-13%,?,-5%
O=C(Nc1ccc(-c2nnc(-c3ccccc3)o2)cc1)C1CCCO1 (configuration not stated),-30%[inhibitor],2%,-1.7%,-11%
CCCCSCCCNC(=O)CN1C(=O)COc2ccc(S(=O)(=O)N3CCC(C)CC3)cc21,-10%[10.9 µM],7%,0.3%,1%
COc1ccc(CCNC(=O)C(=O)NCC(c2ccc3c(c2)OCO3)N2CCOCC2)cc1OC (configuration not stated),-7%[10.9 µM],-12%,?,-1%
CCS(=O)(=O)NCc1csc(C)n1,-9%,-3%,-1.6%,24%
COC(=O)CSc1nnnn1-c1cccc2ccccc12,-9%,9%,1.8%,0%
N#Cc1c(NC(=O)CCN2C(=O)c3ccccc3C2=O)oc(-c2ccccc2)c1-c1ccccc1,/,17%,/,11%
CC(C)(C)n1ncc2c(=O)n(CC(=O)c3ccccc3)cnc21,-10%,?,-2.5%,1%
Cc1nc(CC(=O)Nc2ccc(C(N)=O)cc2)cs1,-7%[10.9 µM],17%,?,5%
Cc1ccccc1CN1c2ccccc2S(=O)(=O)c2ccccc21,7%[10.9 µM],-1%,0.6%,-4%
CCCCNC(=O)CCCn1c(=O)c2ccccc2n(Cc2ccc(Cl)cc2)c1=O,-4%[10.9 µM],-56%,-1.7%,6%
CCOC(=O)c1c(NC(=O)COc2cc(C)ccc2C(C)C)sc2c1CCCC2,-4%[10.9 µM],4%,?,9%
O=C1Nc2ccccc2OC1CC(=O)N1CCN(c2cccc(C(F)(F)F)c2)CC1 (configuration not stated),-3%,-1%,?,-5%
CCOc1ccccc1-n1c(N)c(C(=O)OC)c2nc3ccccc3nc21,-8%[10.9 µM],0%,5.7%,1%
COc1cccc2c1OC1(C)CC2/C(=C(\C)O)C(=O)N1 (configuration not stated),?,-13%,0.8%,-1%
COc1cc(OC)cc(-n2c(=O)c3ccccc3n(Cc3ccccc3C#N)c2=O)c1,-7%[10.9 µM],12%,-0.2%,-7%
CCOC(=O)C1(C(F)(F)F)N=C(c2cccnc2)OC(N2CCOCC2)=N1 (configuration not stated),-3%,16%,-0.9%,8%
O=S(=O)(c1ccc(F)cc1)N1CCN(c2ncnc3c2cnn3-c2ccccc2)CC1,?,-11%,-1.1%,2%
COc1ccc(C)cc1NC(=O)CSc1nnc(COc2ccc(C)cc2)n1Cc1ccco1,-27%,13%,?,15%
CN(C)CCNC(=O)Cn1nc(N2CCN(c3ccccc3)CC2)ccc1=O,-7%[10.9 µM],2%,-2.7%,2%
